# IEC-6 cytotox – counter-screen for KLF5 inhibitors: cytotoxicity in IEC-6 cells; IEC-6 cytotoxicity, luminescence viability; inhibition, % at 5 µM; 290,000 compounds, 0.78% hits; in the data active = inhibition above about 22%;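 also: 0% = plate median of test compound wells and 100% = cytotoxic reference compound wells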
# KLF5 inhibitor – kruppel-like factor 5 inhibition; 290,000 compounds, 0.23% hits; DLD-1 KLF5 promoter-luciferase reporter, luminescence; inhibition, % at 5 µM; AID 1700;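 active = inhibition above a per-plate limit of that plate's mean compound inhibition plus 3 SD, cut at about 60% in these data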;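 also: 0% = DMSO wells and 100% = LY294002 at 200 µM; higher means less KLF5 promoter-driven luciferase light; inactives centre near -14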
# TRPC4 agonist – TRPC4 (mouse) channel activation; Q9QUQ5; HEK293 TRPC4beta/mu-opioid, Fluo4 calcium fluorescence; stronger effect = higher value; B-score at 10 µM; 310,000 compounds, 0.49% hits;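 active = B-score above 5 SD of library B-scores, and initial fluorescence ratio not above library mean plus 5 SD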;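 also: positive B-score marks a calcium rise read as TRPC4 activation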
#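 system = HEK293 cells stably co-expressing mouse TRPC4beta and mu-opioid receptor | schedule = Fluo4 dye loading 45 min at room temperature, 110 s recording | measure = B-scored integrated calcium fluorescence ratio | signal = Fluo4 calcium-sensitive dye fluorescence, kinetic, 1 Hz baseline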
# TRPC6 inh – blocks the mouse TRPC6 cation channel. Q61143. HEK293-TRPC6, membrane potential dye, ACh-evoked depolarization; stronger effect = lower value. B-score at 10 µM. 310,000 compounds, 1.1% hits;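 active = B-score under library mean minus 3 SD, initial fluorescence not abnormally high, positive integrated signal ratio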;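 also: B-score derived from integrated fluorescence ratio over the kinetic read; more negative B-score means stronger inhibition of depolarization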
# MrgX1 antagonist – antagonists of human MrgX1 receptor | Q96LB2 | MRGX1-HEK293 calcium flux, Fluo-4, BAM8-22 antagonism; stronger effect = lower value | B-score at 10 µM | 310,000 compounds, 1.3% hits;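 active = calcium-response B-score plate-corrected more than 3 library SD below zero, starting fluorescence within 5 deviations, no agonist response on first addition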;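 also: peak minus trough fluorescence over baseline after final BAM8-22 challenge near maximal dose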
# Target sequence (Q96LB2 whole entry, looked up): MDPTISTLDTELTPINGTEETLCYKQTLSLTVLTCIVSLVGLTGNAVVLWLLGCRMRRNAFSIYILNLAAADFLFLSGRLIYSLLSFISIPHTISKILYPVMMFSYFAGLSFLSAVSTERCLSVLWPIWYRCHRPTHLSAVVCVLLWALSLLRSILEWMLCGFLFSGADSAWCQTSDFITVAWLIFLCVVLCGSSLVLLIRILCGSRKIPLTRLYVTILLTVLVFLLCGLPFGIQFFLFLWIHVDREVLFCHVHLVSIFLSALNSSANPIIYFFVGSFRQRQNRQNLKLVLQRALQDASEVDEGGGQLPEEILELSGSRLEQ
# aSyn 5UTR inh – MLPCN primary screen, SNCA 5' untranslated region. alpha-synuclein 5'UTR reporter, inhibitor activity. inhibition, % (tested at 7.5 µM). 300,000 compounds, 0.82% hits; in the data active = inhibition above about 60%;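 also: H4 neuroglioblastoma cells stably carrying SNCA 5'UTR luciferase fusion; 0% = DMSO wells and 100% = positive control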
# TRPC6 activator – activates the mouse TRPC6 cation channel; Q61143; HEK293-TRPC6 membrane potential dye fluorescence; stronger effect = higher value; B-score at 10 µM; 310,000 compounds, 0.13% hits;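 active = B-score of the integrated fluorescence ratio above library mean plus 3 SD, and starting fluorescence ratio within library mean plus 5 SD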;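 also: higher score means more depolarization so channel activation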
# SKKanGAS inh – SKKanGAS growth inhibition; S. pyogenes SKKanGAS, kanamycin growth, BacTiter-Glo, 6 h; AID 1662; inhibition, % at 7.5 µM; 300,000 compounds, 1.3% hits;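 active = mean replicate score, as percent of positive control median, at least 50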;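 also: strain carries kanamycin resistance gene driven by streptokinase promoter and grows in 40 µg/ml kanamycin; loss of luminescence reflects streptokinase promoter inhibition or plain growth inhibition; 0% = median of DMSO wells and 100% = positive control at its reference dose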
# TRPC4 potent – allosteric potentiators of mouse TRPC4 channel; Q9QUQ5; HEK293 TRPC4beta/mu-opioid, DAMGO EC20, Fluo-4 Ca2+ flux; stronger effect = higher value; 310,000 compounds, 0.42% hits; B-score at 10 µM;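 active = B-score of calcium response area above 5 SD of library B-scores, with initial fluorescence ratio within 5 SD of library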;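 also: B-score of integrated fluorescence ratio over time as area under calcium response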
# TRPC4 inh – inhibitors of mouse TRPC4 channel; Q9QUQ5; HEK293 TRPC4beta/mu-opioid, DAMGO-evoked Fluo4 calcium flux; stronger effect = lower value; B-score at 10 µM; 300,000 compounds, 0.39% hits; AID 2247;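 active = B-score over 3 SD under the library average, no early fluorescence shift, positive overall ratio signal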
#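 Assay system – HEK293 line stably carrying TRPC4beta and mu-opioid receptor · Doses – single dose · Detection – Fluo4 calcium-dye fluorescence, kinetic read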
# HIF act – HIF pathway transcriptional activation. 300,000 compounds, 0.32% hits. activation, % at 7.5 µM (by protocol). U2OS HRE-luciferase reporter, luminescence; normalized: DMSO 0%, desferrioxamine 100%;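 active = mean activation of at least 10% of the iron chelator positive control signal, with at least half of replicates also reaching 10%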
# Starred values were filed as active, the others as inactive; i = inactive; · = no result given.
# Value order – IEC-6 cytotox	KLF5 inhibitor	TRPC4 agonist	TRPC6 inh	MrgX1 antagonist	aSyn 5UTR inh	TRPC6 activator	SKKanGAS inh	TRPC4 potent	TRPC4 inh	HIF act
COc1ccc(N2CCN(CCNC(=O)Nc3ccc(C)c(Cl)c3)CC2)cc1
 : 8	-29	i	i	i	13	i	3	i	i	0.6
O=C(CN1CCN(C2CCCCC2)CC1)c1c[nH]c2ccccc12
 : 6	-15	i	i	i	17	i	3	i	i	0.8
CC(C)CC(=O)Nc1ccc(C(=O)CN2C(=O)NC3(CCOc4ccccc43)C2=O)cc1 (stereo unspecified)
 : ·	·	i	i	i	15	i	8	i	i	-2.5
OCCN(CCO)CC(O)CN(c1ccccc1)c1ccccc1 (stereo unspecified)
 : 3	5	i	i	i	5	i	12	i	i	-0.2
O=C(CN1C(=O)NC2(CCCc3ccccc32)C1=O)NCC(F)(F)F (stereo unspecified)
 : -2	-20	i	i	i	9	i	-1	i	i	0.4
CCCCCCSc1cc(-c2nc3ccc(Cl)cn3c2NC2CCCCC2)ccc1OC
 : ·	·	i	i	i	23	i	6	i	i	0.5
CC(C)(C)C(=O)N1CCN(c2ccc([N+](=O)[O-])cc2Cl)CC1
 : -3	-51	i	i	i	-64	i	0	i	i	2.0
[2H]C(CCOS(N)(=O)=O)c1ccccc1 (stereo unspecified)
 : 1	-15	i	i	i	3	i	-1	i	i	1.1
NC(=O)COC(=O)CCCc1nc2ccccc2s1
 : 3	-19	i	i	i	12	i	3	i	i	-0.4
O=C(CN1CCN(c2ccccc2)CC1)Nc1ccncc1
 : 3	-11	i	i	i	-27	i	2	i	i	-1.7
Cc1ccccc1NC(=O)CN1CCN(C(=O)c2ccco2)CC1
 : 5	-11	i	i	i	11	i	3	i	i	-0.3
O=c1cc(Nc2ccc3c(c2)OCCO3)[nH]c(=O)n1Cc1ccc(F)cc1
 : -3	-5	i	i	i	-36	i	6	i	i	0.9
O=C(Cc1ccc(Cl)cc1)NNc1c(F)c(F)cc(F)c1F
 : 1	-14	i	i	i	-5	i	5	i	i	0.3
O=C1CC(Sc2nnnn2C2CCCCC2)C(=O)N1c1ccccc1 (stereo unspecified)
 : 0	-7	i	i	i	-4	i	-8	i	i	0.0
O=C(CNC(=O)c1nc[nH]c1C(=O)NCc1ccccc1)OCc1ccccc1
 : -3	-20	i	i	i	22	i	3	i	i	-0.2
COC(=O)c1noc(C)c1-c1ccnn1C(=O)c1ccc(Cl)cc1
 : 2	2	i	i	i	12	i	-3	i	i	0.3
Cc1ccc(N2CC(C(=O)NC3=NCCS3)CC2=O)cc1 (stereo unspecified)
 : -4	-6	i	i	i	14	i	-6	i	i	0.3
CCCCn1c(=O)n(CC(=O)Nc2c(CC)cccc2CC)c(=O)c2c1nc(CO)n2CCC
 : 9	-17	i	i	i	-26	i	2	i	i	0.6
CN1C(=O)CC(C(=O)Nc2ccc(F)cc2)SC1=Nc1ccc2c(c1)OCO2 (stereo unspecified)
 : 1	20	i	i	i	10	i	-2	i	i	-0.3
O=C(CN1C(=O)S/C(=C/c2ccccn2)C1=O)N1CCOCC1
 : -7	-12	i	i	i	5	i	-6	i	i	0.4
Cn1c(=O)c2c(nc(SCC(=O)OCc3ccccc3)n2C)n(C)c1=O
 : 7	-14	i	i	·	-12	i	-2	i	i	-0.2
CS(=O)(=O)c1ccc(Cl)c(NC(=O)CCl)c1
 : 0	-18	i	i	i	-88	i	-6	i	·	-2.1
Cn1nc(C(=O)N2CCN(c3cccc(Cl)c3)CC2)c2c1-c1ccccc1S(=O)(=O)C2
 : 2	-6	i	i	i	16	i	3	i	i	0.2
COc1cccc(/C=N/NC(=O)Cn2nc(C)c([N+](=O)[O-])c2C)c1O
 : -1	-8	i	i	i	15	i	12	i	i	5.4
Cc1ccc([N+](=O)[O-])cc1-c1ccc(/C=N/NC(=O)c2cc3c(ccc4ccccc43)o2)o1
 : 0	1	i	i	i	-22	i	8	i	i	-1.2
COc1ccc2c(c1)C=C(C(=O)NCc1ccc(Cl)cc1)CO2
 : -6	-37	i	i	i	-1	i	7	i	i	-0.4
O=C(NCCCn1ccnc1)c1ccc(-c2ccccc2)cc1
 : 1	-19	i	i	i	-10	i	-4	i	i	-0.5
O=C(NC1CCCCC1)C(c1ccncc1)N(Cc1ccc2c(c1)OCO2)C(=O)C(F)(F)F (stereo unspecified)
 : 1	-23	i	i	i	14	i	0	i	i	0.0
OC(CN1c2ccccc2Sc2ccccc21)Cn1nnc2ccccc21 (stereo unspecified)
 : -2	-11	i	i	i	7	i	20	i	i	0.6
O=[N+]([O-])c1ccc(C=Nc2cccc3ccccc23)s1
 : 6	15	i	i	i	0	i	12	i	i	-0.2
CC1C2(C)OCC(C#N)(C(=N)O2)C1(C#N)C#N (stereo unspecified)
 : -3	-29	i	i	i	2	i	1	i	i	-0.7
Cc1c(CC(=O)O)c(=O)oc2c(C)c3occ(-c4ccc(F)cc4)c3cc12
 : 1	-10	i	i	i	8	i	10	i	i	1.4
COC(=O)CN1C(c2ccccc2O)Nc2ccc(Br)cc2C1c1ccccc1 (stereo unspecified)
 : -1	17	i	i	i	-5	i	-7	i	i	0.3
COc1ccc(C(=O)N2CCC(N3CCN(c4ccccc4)CC3)CC2)cc1
 : -4	-31	i	i	i	-11	i	-5	i	i	0.4
COc1ccc(CCNC(=O)COC(=O)Cc2cc(OC)c(OC)c(OC)c2)cc1
 : 1	-24	i	i	i	1	i	1	i	·	-0.2
CC(C)C(C)(C#N)NC(=O)CN1C(=O)NC2(CCCc3ccccc32)C1=O (stereo unspecified)
 : -4	-7	i	i	i	2	i	-1	i	i	-0.1
CCOc1ccc(S(=O)(=O)N2CCN(c3ccccn3)CC2)cc1
 : -4	-9	i	i	i	-32	i	6	i	i	1.4
Brc1ccc(C=Nc2ccc(Nc3ccccc3)cc2)s1
 : 7	4	i	i	i	13	i	5	i	i	0.1
CC(C)(O)C#Cc1ccc(C(=O)N2CCC(C(N)=O)(N3CCCCC3)CC2)o1
 : -1	-18	i	i	·	11	i	-6	i	i	0.6
Cc1ccc(SCC(=O)NC(=O)NC(C)C)c(C)c1
 : -4	7	i	i	i	0	i	-2	i	i	-0.6
C=C(C)C(=O)O[C@H]1C/C(C)=C\C(=O)/C=C(\C)[C@H](O)[C@@H]2OC(=O)C(=C)[C@@H]21
 : ·	·	i	i	i	-250	i	5	i	i	-3.2
CCCCN(C1CCS(=O)(=O)C1)S(=O)(=O)c1ccc(OC)c(OC)c1 (stereo unspecified)
 : ·	·	i	i	i	16	i	15	i	i	-55
CCOC(=O)c1c(C)[nH]c(C(=O)COC(=O)c2oc3ccc(OC)cc3c2C)c1C
 : -4	13	i	i	i	28	i	-2	i	i	-1.2
O=C(Cn1ncc(N2CCOCC2)c(Cl)c1=O)c1ccc(Cl)cc1
 : -2	-59	i	i	i	-105	i	5	i	i	1.1
Cc1ccc(C(=O)NNc2c3ccccc3nc3ccccc23)cc1
 : 2	-17	i	i	i	-87	i	-4	i	i	0.3
Cc1cc(-c2n[nH]c(=S)n2/N=C/c2ccco2)n[nH]1
 : -3	12	i	i	i	-13	i	6	i	i	-0.1
O=C(OCc1ccccn1)C1CCN(C(=O)c2ccc(Cl)cc2)CC1
 : ·	·	i	i	i	1	i	1	i	i	-0.3
COc1cc2c(cc1OC)C(c1cccs1)NCC2 (stereo unspecified)
 : 1	-22	i	i	i	19	i	8	i	i	-0.5
COC(=O)c1cc(NC(=O)Cc2cc(OC)c(OC)c(OC)c2)cc(C(=O)OC)c1
 : -1	-21	i	i	i	-35	i	-4	i	i	-0.1
CN(c1ccccc1C(=O)Nc1ccc2c(c1)n(C)c(=O)n2C)S(C)(=O)=O
 : -4	3	i	i	i	4	i	-1	i	i	-2.1
Cc1ccc(C(=O)NCCSC(C)(C)C)cc1
 : 2	-143	i	i	i	14	i	-15	i	i	-1.1
COCCN(C(=O)CSc1nnc(Nc2ccccc2F)s1)c1c(N)n(Cc2ccccc2)c(=O)[nH]c1=O
 : 6	0	i	i	i	-16	i	3	i	i	0.8
CCC(Sc1nc2ccccc2c(=O)n1CC1CCCO1)C(=O)NCc1cccnc1 (stereo unspecified)
 : 11	-16	i	i	i	-23	i	3	i	i	-0.1
COc1ccccc1N1CCN(c2nc(C)cc(=O)[nH]2)CC1
 : -4	-26	i	i	i	4	i	-5	i	i	-1.0
CCN(CC)S(=O)(=O)c1cccc(NC(=O)COC(=O)c2cc(C)oc2C)c1
 : 3	-40	i	i	i	-2	i	4	i	i	-1.4
COc1ccc(/C=C(\C#N)C(=O)NCCc2ccccc2)cc1OCc1ccccc1
 : 8	-14	i	i	i	15	i	9	i	i	-0.2
CN1CCN(S(=O)(=O)CC2(C)C3CCC2(C)C(=O)C3Br)CC1 (stereo unspecified)
 : -1	-6	i	i	i	-2	i	-8	i	i	-0.8
CCOc1ccc(NC(=O)CN(C)C(=O)c2ccc(N3CCCC3)c([N+](=O)[O-])c2)cc1OCC
 : ·	·	i	i	i	-1	i	-1	i	i	-0.2
COc1ccccc1OCC(=O)NC1CCCCCC1
 : -1	-47	i	i	i	-76	i	-1	i	i	0.8
COc1ccc(-n2nc(C(=O)NCC(=O)Nc3ccccn3)c3ccccc3c2=O)cc1
 : 3	5	i	i	i	26	i	1	i	i	-0.2

# New compounds follow:
# Value order – IEC-6 cytotox	KLF5 inhibitor	TRPC4 agonist	TRPC6 inh	MrgX1 antagonist	aSyn 5UTR inh	TRPC6 activator	SKKanGAS inh	TRPC4 potent	TRPC4 inh	HIF act
NC(=O)CSC1=N/C(=C\c2ccco2)C(=O)N1c1ccc(OC(F)F)cc1
 : -2	-13	i	i	i	-9	i	5	i	i	0.2
COC(=O)CCSc1cc([N+](=O)[O-])cc2c1c(C1OCCO1)nn2-c1ccccc1
 : -4	-11	i	i	i	3	i	1	i	i	0.0
COc1cccc(C(C(=O)NC(C)(C)C)N(C(=O)CCC(=O)Nc2cc(C)on2)C(C)(C)C)c1OC (stereo unspecified)
 : 8	-12	i	i	i	1	i	-5	i	i	0.3
O=C(CSc1n[nH]c(-c2ccccc2)n1)Nc1ccc(F)cc1F
 : 2	-18	i	i	i	-10	i	2	i	i	-0.4
O=C1c2ccccc2CN2C(=O)c3ccccc3CN12
 : 5	-22	i	i	i	-2	i	10	i	i	-0.3
CN(C)C=NC(=O)/C(C#N)=C/c1ccccc1
 : 10	-10	i	i	i	-26	i	-13	i	i	0.0
Cc1ccc(C(=O)NCC(=O)N/N=C/c2cccs2)cc1C
 : 0	0	i	i	i	12	i	2	i	i	0.0
